Screening results: PubChem BioAssay, The Scripps Research Institute Molecular Screening Center
PAFAH1B3 FP inh: PAFAH1B3 (human) inhibition; Q15102; recombinant PAFAH1B3, FP-rhodamine probe, fluorescence polarization; inhibition, % at 3.39 µM; 0.28% of 340,000 active;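 active means inhibition above the screen-wide average of all tested compounds plus 3 SD, cut at about 25% in these data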;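 further: 0% = enzyme with DMSO only and 100% = wells lacking PAFAH1B3 protein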
Target sequence (Q15102 whole entry, looked up): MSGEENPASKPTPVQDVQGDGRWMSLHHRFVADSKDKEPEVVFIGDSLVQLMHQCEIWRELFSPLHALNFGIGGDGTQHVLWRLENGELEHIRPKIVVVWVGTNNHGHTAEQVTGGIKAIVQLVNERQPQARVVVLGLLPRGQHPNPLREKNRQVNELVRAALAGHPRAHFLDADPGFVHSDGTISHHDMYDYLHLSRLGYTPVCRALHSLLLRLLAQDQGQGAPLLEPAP
LYPLA1 inh: counter-screen for PME1 inhibitors: inhibitors of human LYPLA1. recombinant LYPLA1, FP-Rh probe fluorescence polarization. inhibition, % at 5.9 µM. 0.16% of 320,000 active;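 active means inhibition above the mean of all tested compounds plus 3 SD, set per campaign, cut at about 14% in these data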;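 further: inhibitors block serine hydrolase probe labeling of LYPLA1 so polarization falls; 0% = enzyme with DMSO and 100% = wells lacking LYPLA1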
LYPLA2 inh: blocks human lysophospholipase 2, a PME1 counter-screen; O95372; recombinant LYPLA2, FP-Rh probe fluorescence polarization; inhibition, % at 5.9 µM; 0.38% of 320,000 active; AID 2177;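 active means inhibition above the screen-wide mean plus 3 SD, limit set per campaign, cut at about 26% in these data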;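 further: 0% = LYPLA2 with DMSO and 100% = wells lacking LYPLA2 enzyme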
Target sequence (O95372 whole entry, looked up): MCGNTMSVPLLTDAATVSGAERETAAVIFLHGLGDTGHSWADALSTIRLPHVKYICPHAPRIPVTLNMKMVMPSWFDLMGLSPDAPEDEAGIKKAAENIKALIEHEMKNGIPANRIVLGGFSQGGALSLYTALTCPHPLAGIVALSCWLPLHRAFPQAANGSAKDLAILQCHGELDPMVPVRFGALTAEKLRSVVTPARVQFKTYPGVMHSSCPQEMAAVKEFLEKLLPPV
PAD4 inh: PAD4 (human) enzyme inhibition; Q9UM07; recombinant PAD4, RCA probe fluorescence polarization; inhibition, % at 6.36 µM; 0.41% of 330,000 active;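 active means percent inhibition above a cutoff equal to the mean of all tested compounds plus 3 SD, cut at about 15% in these data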;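 further: 0% = PAD4 with RCA probe and DMSO and 100% = probe without PAD4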
PME-1 inh: PME-1 (human) inhibition; AID 2130; inhibition, % at 5.9 µM; Q9Y570; 0.53% of 320,000 active; recombinant PME-1, FP-Rh probe fluorescence polarization;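 active means inhibition above the campaign mean of all compounds plus 3 SD, cut at about 26% in these data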;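 further: competitive labeling of PME-1 active site by serine hydrolase directed probe; 0% = PME-1 with DMSO and 100% = wells lacking PME-1 enzyme; inhibitors block probe labeling so polarization falls and inhibition rises; many of its hits are not listed in these tables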
PAFAH1B2 FP inh: inhibitors of human PAFAH1B2. 1.2% of 340,000 active. recombinant PAFAH1B2, FP-rhodamine activity probe, fluorescence polarization. P68402. inhibition, % at 3.39 µM;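 active means inhibition above the mean of all tested compounds plus 3 SD, cut at about 24% in these data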;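 further: 0% = enzyme with DMSO and 100% = wells lacking PAFAH1B2; many of its hits are not listed in these tables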
Target sequence (P68402 whole entry, looked up): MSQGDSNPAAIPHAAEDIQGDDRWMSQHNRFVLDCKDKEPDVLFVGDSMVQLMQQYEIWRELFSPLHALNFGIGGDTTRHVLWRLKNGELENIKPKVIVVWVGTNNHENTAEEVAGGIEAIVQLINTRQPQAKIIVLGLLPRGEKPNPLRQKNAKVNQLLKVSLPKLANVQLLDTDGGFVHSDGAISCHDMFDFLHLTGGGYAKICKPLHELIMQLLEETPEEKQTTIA
PREPL inhibitor: human PREPL enzyme inhibition; Q4J6C6; recombinant PREPL, fluorescence polarization activity-based probe; inhibition, % at 5.96 µM; 0.68% of 320,000 active; AID 2751; in the data active means inhibition above about 43%;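 further: 0% = enzyme with DMSO and 100% = wells lacking enzyme; many of its hits are not listed in these tables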
pPAFAH FP inh: pPAFAH (human) enzyme inhibition; inhibition, % at 3.39 µM; recombinant pPAFAH, FP-rhodamine probe fluorescence polarization; 1.5% of 330,000 active;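 active means inhibition above the mean inhibition across the screen plus 3 SD, cut at about 25% in these data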;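 further: inhibitors block binding of the rhodamine activity-based probe so polarization drops; 0% = enzyme with DMSO and 100% = wells lacking pPAFAH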
GSTO1 inh: GSTO1 inhibition, counter-screen for RBBP9 inhibitors. 1.1% of 300,000 active. recombinant GSTO1, activity-based probe fluorescence polarization. inhibition, % at 5.96 µM. P78417;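 active means inhibition above the campaign mean inhibition plus 3 SD, cut at about 35% in these data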;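 further: 0% = GSTO1-1 with DMSO and 100% = wells lacking GSTO1-1 enzyme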
Target sequence (P78417 whole entry, looked up): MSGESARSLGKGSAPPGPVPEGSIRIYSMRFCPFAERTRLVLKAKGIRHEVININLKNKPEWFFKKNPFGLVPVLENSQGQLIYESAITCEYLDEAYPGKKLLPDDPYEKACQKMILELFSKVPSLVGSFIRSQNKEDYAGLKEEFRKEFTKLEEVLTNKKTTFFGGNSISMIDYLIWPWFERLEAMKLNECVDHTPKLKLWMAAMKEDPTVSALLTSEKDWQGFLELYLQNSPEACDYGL
* marks the source's active call; other numbers are inactive results; . = no result given.

Compound	PAFAH1B3 FP inh	LYPLA1 inh	LYPLA2 inh	PAD4 inh	PME-1 inh	PAFAH1B2 FP inh	PREPL inhibitor	pPAFAH FP inh	GSTO1 inh
C=C(C)CSc1nnc2n(C)c(=O)c3c4c(sc3n12)CCC4	2	-1	-1	-2	5	8	6	3	6
C=CCn1c(SCC(=O)Nc2c(C)n(C)n(-c3ccccc3)c2=O)nnc1-c1cccnc1	13	.	.	-2	.	-2	6	4	.
C#CCOCCOCCOCCNc1nc(N2CCN(C(=O)[C@H](CCC(=O)O)n3cc(C(N)CC(C)C)nn3)CC2)nc(N2CCN(C(=O)[C@H](Cc3cc4ccccc4[nH]3)n3cc(C(N)[C@H](C)CC)nn3)CC2)n1 (some centres not stated)	8	-2	-2	1	-2	-2	24	2	-3
CSc1ccccc1OCc1cc(C(=O)N2C[C@H]3CC[C@H]2C3)no1	1	-1	12	5	4	1	9	6	6
CCCCn1c(N)c(N(CCOC)C(=O)c2cc(CC)c(C)s2)c(=O)[nH]c1=O	4	1	2	-3	-4	1	0	4	6
CCN1CCN(C(=S)Nc2cccc(Cl)c2)CC1	0	2	1	1	-3	2	-1	2	1
CCC(=O)c1cc2c(cc1NC(=O)c1cccs1)OCCO2	2	2	0	0	-2	-3	6	-2	11
C[C@@H]1CN([C@@H](C)CO)C(=O)Cc2cc(NS(=O)(=O)c3ccccc3)ccc2O[C@H]1CN(C)S(C)(=O)=O	9	.	.	2	.	8	4	23	.
O=C(Nc1ccc(Nc2ccccc2)cc1)c1ccccc1	.	-1	-4	46*	3	.	0	3	3
COc1ccc(N(CC(=O)N/N=C/c2ccco2)S(=O)(=O)c2ccccc2)cc1Cl	0	-1	-2	2	0	-3	-21	-1	3
CCn1c(SCC(=O)N(C)CC(=O)Nc2ccc(F)c(F)c2F)nnc1-c1ccco1	2	0	1	-4	2	6	-3	4	1
Cc1ccc(C2=CC(=O)C[C@H](c3ccc(F)cc3)C2)cc1	13	-2	8	-5	-5	-3	0	-3	.
CCN1CCN(CCCN(Cc2cccs2)C(=S)Nc2ccccc2C)CC1	12	2	2	-5	3	3	1	1	1
Cc1nc2ccc(NC(=O)C3=NN(C)C(=O)CC3)cc2s1	5	.	.	-1	.	6	13	-3	.
Cc1ccc(C)c(OCC(=O)Nc2ccccc2C(=O)N2CCOCC2)c1	12	1	5	-1	-1	3	-2	2	0
Cc1noc(C)c1NC(=O)N(C)C[C@H]1Oc2c(NC(=O)Nc3ccccc3)cccc2C(=O)N([C@H](C)CO)C[C@@H]1C	-9	.	.	2	.	0	22	1	.
COc1c(Br)cc(C(N)=O)cc1OCc1ccccc1	0	-3	2	-1	-2	-2	-8	5	-4
COCCOC(=O)c1[nH]c2c(c1C)C(=O)CC(c1ccc(F)cc1)C2 (configuration not stated)	-3	4	-1	0	4	1	-13	5	-5
O=C1c2ccccc2C(=O)N1c1ccc(Cl)cn1	-2	4	11	5	1	2	5	-1	10
CCN1C(=O)NC(c2ccccc2)C1=O (configuration not stated)	-7	1	1	2	-2	3	0	1	7
Cc1c(C(=O)Nc2nnc(C3CC3)s2)oc2c(Cl)cccc12	10	1	5	1	4	7	19	2	-117
CNc1nc(SC)nc2ccsc12	-1	4	2	2	3	-3	0	-1	3
CC(=O)N1c2ccccc2Oc2cc3ccccc3cc21	-1	0	1	0	4	-4	-1	20	4
CC(C)c1ccc(/C=C2\SC(=O)N(CC(=O)NCCCn3ccnc3)C2=O)cc1	4	-2	-1	4	0	3	15	9	-5
CC1(OC(=O)c2cccs2)C(=O)C=C2C=C(c3ccc(C#N)cc3)OC=C2C1=O (configuration not stated)	.	-5	-6	3	6	.	7	45*	33
COc1ccc(CCC(=O)c2ccc(OC)cc2)cc1	.	0	-1	-1	0	.	3	-2	10
OC(CNC1CCCC1)COc1ccc(Cl)cc1 (configuration not stated)	11	1	7	-5	-3	4	-7	-3	0
O=C(N/N=C/c1cccnc1)c1cccc(S(=O)(=O)Nc2cccc(Cl)c2)c1	1	-9	-22	-5	-10	-3	15	-4	3
COc1ccc(CCNC(=S)N2CCN(S(=O)(=O)c3ccccc3)CC2)cc1	4	-2	2	-1	12	2	-1	3	-6
O=C(NNC(=O)c1ccc(NC(=O)c2ccccc2)cc1)c1ccc(F)cc1	5	-2	-2	4	-7	3	-7	-2	0
Cc1n[nH]c(=O)c2c(NC(=O)COC(=O)/C=C/c3cccc(C(F)(F)F)c3)oc(C)c12	4	2	2	-1	7	5	10	-1	7
CC(=O)COc1ccc2c(C)c(C)c(=O)oc2c1	-1	6	1	1	-1	1	1	11	0
CCc1nnc(NC(=O)c2sc3nc(C)cc(COC)c3c2N)s1	2	-2	-3	-5	-6	6	6	4	22
FC(F)(F)c1cc(Sc2ccccc2)nc(-c2ccccn2)n1	3	-1	3	-1	5	-1	4	7	1
CCOC(=O)/C(=N\Nc1cccc(C(F)(F)F)c1)N(CCOC)CCOC	4	6	1	2	-5	10	3	3	2
Cc1ccccc1Cc1c(C)nc2nc(SCC(=O)NCCCN3CCCC3)nn2c1C	13	-1	-2	0	-4	2	18	3	4
CCCCc1nnc(NC(=O)C2CCCO2)s1 (configuration not stated)	-2	2	5	2	-2	2	4	5	8
COc1ccccc1-c1sc2cc3c(cc2c1C#CCO)OCO3	9	-1	-5	-4	2	7	11	5	.
O=C(Nc1cnc2ccccn2c1=O)c1ccc(Cl)cc1Cl	7	1	7	-4	-7	7	-4	3	-8
COc1cccc(NC(=O)CN(C)CC(=O)Nc2ccc(C)cc2Cl)c1	0	1	4	9	4	4	6	2	3
CC(=O)c1cnc2c(-c3ccc(Cl)cc3)cnn2c1C	-4	2	4	7	-2	-6	-10	0	-7
CC1CCc2c(C(=O)NCc3ccccn3)csc2C1 (configuration not stated)	5	1	1	4	-1	3	13	2	-1
CCOc1ccc(CCNC(=O)COC(=O)c2oc3ccccc3c2COC)cc1OCC	-2	-2	3	1	-1	5	4	4	.
Cc1noc(C)c1C(=O)N(C)CC(=O)Nc1ccc(F)c(F)c1F	1	0	-4	-4	-5	0	12	2	6
COc1cc(CN(C(=O)c2cccs2)C2CCS(=O)(=O)C2)cc(OC)c1OC (configuration not stated)	8	6	4	-3	-2	1	0	8	5
CC(C)NC(=O)CSCc1cccc(Br)c1	11	-4	-5	2	-3	5	13	2	5
Cc1ccc(C(=O)CSc2nnc(-c3ccco3)o2)o1	-3	-1	3	-2	-5	1	-5	4	6
Cc1ccc(NC(=O)Cn2c(=O)c3cccn3c3ccccc32)c(Cl)c1	6	-6	9	-7	-22	-5	-23	0	-5
Cn1c(=O)c2c(nc(N/N=C/c3cccnc3)n2Cc2ccccc2)n(C)c1=O	9	1	-3	-4	-6	0	13	-5	-5
Cc1ccccc1-c1nnc(SCC(=O)NCC2CCCO2)o1 (configuration not stated)	-5	0	2	1	1	-1	2	3	.

Next section:
Compound	PAFAH1B3 FP inh	LYPLA1 inh	LYPLA2 inh	PAD4 inh	PME-1 inh	PAFAH1B2 FP inh	PREPL inhibitor	pPAFAH FP inh	GSTO1 inh
CCOC(=O)C1=C(C)NC(SCc2cc(=O)[nH][nH]2)=C(C#N)C1c1cccs1 (configuration not stated)	0	-2	4	2	8	4	21	47*	5
CC(C)C(OC(=O)c1cccs1)C(=O)NCc1ccc(F)cc1 (configuration not stated)	0	-8	-5	2	0	4	-7	3	3
O=C(Cn1c(=O)oc2cc(S(=O)(=O)N3CCCCC3)ccc21)N1CCCCC1	6	4	-1	-1	-9	6	-4	0	2
O=C(Oc1ccccc1N1C(=O)C2CCCCC2C1=O)c1ccccc1 (configuration not stated)	6	1	-1	2	-1	3	-8	2	-4
O=C(CN1CCC(C(=O)c2ccc(F)cc2)CC1)Nc1ccccc1Cl	4	2	4	-1	-3	2	2	5	-2
CSc1ccccc1NC(=O)c1cc(C(C)C)on1	6	-4	1	-3	1	5	-1	8	6
CCCCn1c(/N=C/c2ccc3c(c2)OCO3)nc2ccccc21	3	-2	-2	3	-1	2	7	-6	6
Nc1nonc1-n1nnc(C(=O)N/N=C/c2ccc(F)cc2)c1-c1ccc2c(c1)OCO2	-1	3	-5	-1	-4	6	5	9	0
CNCc1c(OCc2ccccc2)ccc2ccccc12	3	0	3	-1	-2	2	-39	3	-2
O=c1[nH]cc(COCc2ccccc2)c(=O)[nH]1	2	-3	5	0	-2	2	10	-1	13
CCN(CC)CCCNCC(=O)Nc1ccc(OC)c(Cl)c1	.	3	4	3	2	.	3	0	-2
Cc1ccc(NC(=O)/C=C/c2ccco2)cc1S(=O)(=O)N1CCCCCC1	-3	-20	-33	-3	-21	-8	-9	2	-38
CN(C)/C=C(\C=O)c1c(Cl)cccc1Cl	7	-1	-9	5	3	3	-7	5	4
COc1ccc(-n2nc(C(=O)NCc3ccco3)c3c4ccccc4n(C)c3c2=O)cc1	-3	0	-5	-6	2	1	7	3	2
COc1ccc(NC(=S)Nc2ccc(Oc3ccccc3)cc2)cc1	9	1	8	-2	0	0	12	4	8
NC(=O)C1CCN(C(=O)CN(c2ccc3c(c2)OCCO3)S(=O)(=O)c2ccccc2)CC1	4	2	1	0	6	-1	-5	5	-2
CC1(C)Cc2c(c(-c3ccccc3)nc(N3CCOCC3)c2C(N)=O)CO1	8	1	0	1	2	3	2	3	-2
COc1ccccc1CN(C)C(=O)c1cccc(S(=O)(=O)N2CCc3ccccc3C2)c1	3	2	4	3	15	10	8	3	.
CCCCN(C)CCNC(=O)C(NC(=O)C1CCC(C)CC1)C(C)C (configuration not stated)	5	3	2	2	2	3	5	7	-4
Cc1nc2c3cc(F)ccc3n(Cc3ccccc3F)c2s1	4	-6	-5	-5	-1	-1	2	7	1
COc1cc(C(=O)NC(C)c2ccc(-n3ccnc3)cc2)cc(OC)c1C (configuration not stated)	-3	-3	0	-2	3	2	-7	4	28
O=C(NNc1cccc(Cl)n1)C1CC1	11	0	-3	-2	0	5	0	1	3
Fc1ccc(COc2ccc(-c3nnco3)cc2)cc1	.	2	5	0	-5	.	9	5	4
CC(C)(C)N(Cc1ccccc1)C(=O)COC(=O)CNS(=O)(=O)c1ccc2ccccc2c1	14	0	6	0	6	10	24	3	.
O=C(O)c1cc(-c2ccc3ccccc3c2)nc2ccc(F)cc12	11	-2	-2	-3	0	-1	0	-21	-13
Cc1ccc2c(CC(=O)OC(C)C(=O)Nc3ncc(Cl)cc3Cl)coc2c1 (configuration not stated)	2	-4	4	3	0	2	6	17	2
CCOC(=O)c1[nH]c2ccc(Cl)cc2c1NC(=O)/C=C/c1ccc2c(c1)OCO2	9	0	0	4	-5	-2	-10	0	-2
O=C(N/N=C1\CC(c2ccccc2)Oc2ccccc21)c1ccc(O)cc1 (configuration not stated)	9	-13	-16	-4	-8	10	-25	-4	-2
O=C(Nc1ccc(Cl)cc1)OCc1cn(-c2ccccc2)nn1	3	-2	10	0	-9	-1	-19	10	1
Cn1c(SCC(=O)c2ccccc2)ncc(C(=O)Nc2ccc(F)cc2)c1=O	0	-6	-5	-7	-5	7	-3	-8	10
O=C(N/N=C/c1cc(Cl)cc([N+](=O)[O-])c1O)c1ccccc1NS(=O)(=O)c1cccs1	13	0	3	-1	-11	1	16	12	8
O=C(CSc1nnc(-c2ccncc2)o1)c1ccc2c(c1)OCCO2	8	3	2	5	-4	5	6	3	9

A portion of the library; the hit share may differ from the screen's.
